# FBW7 activator – activators of human E3 ligase FBW7 | AlphaScreen FBW7–phospho-cyclin E peptide binding, activator screen | normalized activity (activation), % at 26.1 µM | actives 0.13% (n = 650,000) | AID 1259310; in the data active = normalized activity above about 1.9%;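 note: purified mutant Fbw7 with reduced substrate affinity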
# TEAD-YAP inh – TEAD-YAP interaction inhibition. inhibition, % at 9.12 µM. actives 1.4% (n = 640,000). HEK-TIYL cells, TEAD-Gal4/YAP UAS-luciferase luminescence; in the data active = inhibition above about 32%;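 note: 0% = median of test compound wells and 100% = reference inhibitor wells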
# GPR151 ag – activates the human receptor GPR151; activation, % at 11.2 µM; actives 1% (n = 650,000); PathHunter beta-arrestin GPR151 cells, luminescence; Q8TDV0; in the data active = activation above about 4.9%;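 note: 0% = median of compound wells and 100% = cells with positive control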
# Target sequence (Q8TDV0 whole entry, looked up): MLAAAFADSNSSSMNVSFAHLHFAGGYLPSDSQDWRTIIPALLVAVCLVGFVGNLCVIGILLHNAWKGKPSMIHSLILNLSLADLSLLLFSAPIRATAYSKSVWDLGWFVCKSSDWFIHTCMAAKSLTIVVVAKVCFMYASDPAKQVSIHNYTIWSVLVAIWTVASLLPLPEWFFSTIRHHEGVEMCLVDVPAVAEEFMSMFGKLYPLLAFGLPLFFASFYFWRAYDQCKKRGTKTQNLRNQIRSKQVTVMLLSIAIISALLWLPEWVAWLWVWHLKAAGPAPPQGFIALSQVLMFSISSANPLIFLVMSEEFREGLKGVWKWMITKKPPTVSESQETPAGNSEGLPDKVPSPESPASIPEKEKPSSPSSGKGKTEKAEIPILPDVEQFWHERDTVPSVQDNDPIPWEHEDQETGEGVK
# MITF inh – inhibitors of human MITF; O75030; AlphaScreen MITF homodimerization, bead proximity signal; inhibition, % at 2.6 µM; actives 0.91% (n = 650,000); AID 1259374; in the data active = inhibition above about 50%;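 note: 0% = vehicle wells with protein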
# Target sequence (O75030 whole entry, looked up): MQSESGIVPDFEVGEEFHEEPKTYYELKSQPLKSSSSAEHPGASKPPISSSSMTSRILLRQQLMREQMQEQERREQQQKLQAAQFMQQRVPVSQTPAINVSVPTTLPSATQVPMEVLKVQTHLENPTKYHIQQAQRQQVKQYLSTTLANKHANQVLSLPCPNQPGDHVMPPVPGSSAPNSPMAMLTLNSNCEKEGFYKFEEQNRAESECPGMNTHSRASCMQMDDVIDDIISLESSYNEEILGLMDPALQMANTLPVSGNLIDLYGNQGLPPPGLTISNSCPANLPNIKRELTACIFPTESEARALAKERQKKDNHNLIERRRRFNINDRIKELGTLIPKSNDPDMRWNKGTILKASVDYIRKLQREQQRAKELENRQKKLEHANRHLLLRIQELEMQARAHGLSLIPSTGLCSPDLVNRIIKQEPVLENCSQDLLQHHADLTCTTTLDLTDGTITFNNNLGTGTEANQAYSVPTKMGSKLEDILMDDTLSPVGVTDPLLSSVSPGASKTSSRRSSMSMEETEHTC
# * = called active by the depositor.
structure,FBW7 activator,TEAD-YAP inh,GPR151 ag,MITF inh
CN(C)C(Cc1ccccc1)C(=O)c1ccc2[nH]c(=O)[nH]c2c1 (stereo unspecified),0.0,4,0.8,22
Cc1ccccc1N1CCN(Cc2ccc([N+](=O)[O-])o2)CC1,-0.3,-2,0.6,30
CC(C)=NNC(=O)c1c(Cl)cc(Cl)nc1Cl,-0.1,-4,-0.2,2
Cc1cccc(NC(=O)Cn2c(=O)n(Cc3ccc4c(c3)OCO4)c(=O)c3ccccc32)c1,0.0,7,1.6,5
CCCCn1c(-c2ccccc2F)n[nH]c1=S,0.0,16,0.8,15
Cc1ccc(-c2cc(C(=O)N3CCCC3)c3ccccc3n2)s1,-0.2,-17,0.8,-1
COc1nc(NCCOc2ccccc2)nc(-c2ccc(C(=O)NC3CC3)cc2)n1,0.2,-5,-0.4,12
O=C1C=C(NCc2ccccc2)C2(CCCCC2)O1,0.2,11,2.2,11
O=C(O)c1c(CNCCc2ccccc2)c2ccccc2n1Cc1ccccc1,0.0,13,0.0,7
O=C(Cc1ccc(F)cc1F)Nc1ccc(Br)cc1,-0.2,-10,-0.8,3
Cc1ccc2nc(C3CCCCN3C(=O)CCn3cncn3)[nH]c2c1 (stereo unspecified),-0.2,-9,-0.6,9
O=C(CCn1c(SCc2ccc(Cl)cc2)nc2cc3c(cc2c1=O)OCO3)NCc1ccc2c(c1)OCO2,-0.1,2,-0.5,2
COc1ccc(NC(=O)CN2CCC(NC(=O)c3cccc(F)c3)CC2)c(OC)c1,0.0,3,0.2,2
CC1(C)Cc2cccc(OCC(=O)OCC(=O)c3ccc(F)cc3)c2O1,0.8,5,-0.2,17
O=C1C(=O)N(CCO)C(c2ccc(O)cc2)/C1=C(/O)c1ccc(Cl)cc1 (stereo unspecified),0.2,10,1.7,10
O=C1C2C3c4ccccc4C(CO)(c4ccccc43)C2C(=O)N1c1ccc(I)cc1 (stereo unspecified),-0.1,4,-1.8,-23
O=C(CSc1nc2ccc(N3CCCCC3)cc2c(=O)n1Cc1ccccc1)NCc1ccccc1,-0.1,-8,1.1,-11
CCOC(=O)c1cc(-c2ccc(N(CC)CC)cc2)no1,5.3*,-58,-0.3,11
COc1cccc(NC(=S)Nc2ccc(Cl)cn2)c1,0.1,-14,0.6,9
Cc1ccc(/C=N/NC(=O)CNC(=O)c2cccc([N+](=O)[O-])c2C)o1,0.1,3,-0.5,-5
Cn1cccc1C1C(C#N)=C(N)OC2=C1C(=O)CC(C)(C)C2 (stereo unspecified),0.1,2,-1.4,14
Cc1nc(NC2CCCC(C)C2C)c2cc(C)sc2n1 (stereo unspecified),0.0,11,2.2,3
CCCNC(=O)c1cc(NCCN2CCOCC2)nc2ccccc12,0.1,3,-0.9,2
Cc1ccc(NC(=O)COc2cc(Cl)ccc2Cl)c(C)c1,0.2,4,-0.7,24
COc1ccc(Cl)cc1C(=O)NC(=S)Nc1cc(C)ccn1,-0.1,-7,-0.4,-3
CC(=O)N(Cc1ccco1)C1(C(=O)NC2CCCCC2)CCCCC1,0.1,-6,-0.5,3
NC(=O)C1CCN(C(=O)c2ccc(/C=C3/Oc4ccccc4NC3=O)cc2)CC1,-0.2,-6,0.5,-9
COc1cc(C#N)ccc1OCC(=O)NCC(C)C,0.0,7,0.4,-5
CCOc1ccc(NC(=O)c2sc3ncn(CC(=O)N4CCOCC4)c(=O)c3c2C)cc1,0.0,-16,0.3,-21
Cc1ccc2cccc(SCC(=O)Nc3ccc(Br)cc3)c2n1,0.0,17,0.7,19
Cc1c(NC(=O)c2cc(-c3cccs3)on2)c(=O)n(-c2ccccc2)n1C,0.3,-9,-0.9,17
O=C(Nc1ccc(NC(=O)c2ccc([N+](=O)[O-])cc2[N+](=O)[O-])cc1)c1ccco1,0.0,-2,-0.1,-2
CC1(c2cc(C(F)(F)F)n3nc(C(=O)N4CCC(c5ccncc5)CC4)cc3n2)CC1,-0.2,-21,1.1,56*
CN(CCc1ccccc1)C1CCCN(Cc2ccc(Sc3nncn3C)o2)C1 (stereo unspecified),0.1,3,-0.2,-19
Cc1cccc(N2C(=O)CC(c3c[nH]c4ccccc34)C2=O)c1 (stereo unspecified),0.6,6,0.0,-15
Cc1ccc(S(=O)(=O)NCCc2sc(-c3ccccc3)nc2C)cc1,-0.2,-4,-0.6,19
Cc1cc(C=O)c(C)n1-c1cc(S(=O)(=O)N2CCOCC2)ccc1N1CCCC1,0.0,-5,-0.3,1
CC(C)OC(=O)c1cc2n(n1)C(C(F)(F)F)CC(c1cccs1)N2 (stereo unspecified),-0.1,-18,1.8,-2
CC1=C(C(=O)OC2CCCCC2)C(c2ccccc2OC(C)C)NC(=O)N1 (stereo unspecified),-0.1,0,1.7,-4
CCOC(=O)c1ccc(Br)c(S(=O)(=O)N2CCCCC2)c1,-0.1,-6,1.9,-9
C/C(=N\NC(=O)c1ccc(N)cc1)c1ccc2c(c1)Nc1ccccc1S2,0.2,-16,-0.1,8
COc1cccc(CN2CCN(S(=O)(=O)Cc3ccccc3)CC2)c1,0.4,1,-0.2,68*
CCc1ccc(OCC(=O)NCc2ccc(C)cc2)cc1,0.1,12,0.5,-10
O=C(C1CCN(Cc2nc3ccccc3[nH]2)CC1)N1CCN(C2CCCCC2)CC1,-0.1,-5,0.1,9
O=C(CN1C(=O)c2ccc([N+](=O)[O-])cc2C1=O)NC(c1ccccc1)c1ccccc1,0.1,5,0.5,-4
O=C(Cc1ccccc1)N/N=C/c1cccc2ccccc12,0.0,1,1.4,9
COc1cccc(NC(=O)CSc2nnc(-c3ccc(OC)c(OC)c3)c(-c3ccc(OC)c(OC)c3)n2)c1,0.0,0,0.0,8
CC(=O)N1CCc2cc(C(=O)CN3CCOCC3)ccc21,-0.2,-4,0.1,-4
Cc1ccc(NC(=S)N(Cc2cccc(Br)c2)CC2CCC(C(=O)O)CC2)cc1 (stereo unspecified),0.0,6,-0.2,0
O=C(/C=C/c1cccs1)Nc1ccc(Br)cc1F,0.7,-66,-0.5,-3
COC(=O)c1ccccc1NC(=O)COc1ccc(C)cc1,-0.1,-6,-0.9,-9
CC1CC(C)(C)NC(=S)N1CCCC(=O)NCc1ccc(Cl)cc1 (stereo unspecified),0.0,0,0.5,-12
c1ccc(CN2CCC(Nc3nc(N4CCOCC4)nc4c3ncn4C3CCCCC3)CC2)cc1,-0.1,0,1.9,14
Cc1cccc(C)c1N=c1scc(C)n1CCCO,-0.3,-3,-0.8,9
CCCOc1ccnc2c1c(=O)n(CC(=O)N(CC)CC)c(=O)n2C,0.0,5,-0.9,13
Nc1cc(C(=O)OCC(=O)NCc2ccc(F)cc2)ccc1Cl,0.3,3,0.5,10
CCc1cc2c(SCc3cc(=O)oc4cc(NC(C)=O)ccc34)ncnc2s1,-0.1,-6,0.1,5
Cc1cccc(C)c1-n1c(SCC(=O)c2ccc(Cl)cc2)nc2c(sc(=S)n2CCc2ccccc2)c1=O,-0.1,4,-0.2,-20
Cc1cc(C=C2C(=O)N(C)C(=S)N(C)C2=O)c(C)n1C,0.1,4,1.0,11
COc1ccc(NC(=O)c2ccco2)c(C)c1,-0.1,14,-0.4,1

# A few values from above.
# FBW7 activator with CC(=O)N(Cc1ccco1)C1(C(=O)NC2CCCCC2)CCCCC1 = 0.1
# TEAD-YAP inh with Cc1cc(C=C2C(=O)N(C)C(=S)N(C)C2=O)c(C)n1C = 4
# GPR151 ag with CC(C)=NNC(=O)c1c(Cl)cc(Cl)nc1Cl = -0.2
# GPR151 ag with CCCCn1c(-c2ccccc2F)n[nH]c1=S = 0.8

# Four structures from above, sorted by heavy-atom count, falling:
structure,FBW7 activator,TEAD-YAP inh,GPR151 ag,MITF inh
O=C(Nc1ccc(NC(=O)c2ccc([N+](=O)[O-])cc2[N+](=O)[O-])cc1)c1ccco1,0.0,-2,-0.1,-2
Cc1ccc2nc(C3CCCCN3C(=O)CCn3cncn3)[nH]c2c1 (stereo unspecified),-0.2,-9,-0.6,9
Cc1ccc2cccc(SCC(=O)Nc3ccc(Br)cc3)c2n1,0.0,17,0.7,19
CC(C)=NNC(=O)c1c(Cl)cc(Cl)nc1Cl,-0.1,-4,-0.2,2

# The list goes on.
canonical_smiles | FBW7 activator | TEAD-YAP inh | GPR151 ag | MITF inh
Cc1ccccc1NC(=O)C(c1ccccc1)N1CCOCC1 (stereo unspecified) | -0.1 | -4 | 0.2 | 10
COc1cc(NS(=O)(=O)c2cccc3nsnc23)c(C(=O)O)cc1OC | -0.1 | 1 | 0.7 | -12
c1ccc(CNc2nc(Nc3ccc(N4CCOCC4)cc3)nc3c2ncn3-c2ccccc2)cc1 | -0.1 | -5 | 1.1 | 11
COc1ccc(-c2ccc(C)c(NS(=O)(=O)c3ccc(OC)c(F)c3)c2)nn1 | -0.2 | 19 | -0.8 | -4
COc1ccccc1NC(=O)c1cc2ccccc2oc1=Nc1ccccc1F | 0.0 | -15 | -1.2 | -2
COc1cc(C(=O)OCCOc2cccc(Br)c2)c([N+](=O)[O-])cc1OC | -0.1 | -7 | 0.6 | -5
COc1ccc(/C=N/Nc2nncc(-c3ccccc3)n2)cc1Br | 0.0 | -4 | -0.1 | 65*
CC(C)(C)NC(=O)CN(c1ccc(F)cc1)S(C)(=O)=O | 0.9 | 1 | 1.2 | 0
Cc1c([N+](=O)[O-])cc(S(=O)(=O)NCc2ccccc2)cc1[N+](=O)[O-] | 0.0 | -5 | -0.3 | 11
CCc1ccc(NS(=O)(=O)c2ccc3c(c2)C(C)(C)C(=O)N3C)cc1 | -0.1 | 3 | -0.1 | 14
O=C(COC(=O)c1ccc(N2C(=O)c3ccc(Br)cc3C2=O)cc1)c1ccc(Br)cc1 | -0.1 | -8 | -0.2 | -13
COc1ccc2c(-c3oc4ccc(F)cc4c3C)cc(=O)oc2c1 | -0.1 | 3 | -0.3 | -20
COc1ccc(C(=O)c2oc3ccccc3c2NC(=O)c2ccccc2Cl)cc1 | 0.1 | 4 | 0.9 | 6
CCN(CC)S(=O)(=O)c1ccc(C(=O)Nc2c(C)n(C)n(-c3ccccc3)c2=O)cc1 | 0.0 | 2 | 1.1 | 10
Cc1ccn2cc(CCNC(=O)c3cccc4ccccc34)nc2c1 | 0.1 | -5 | 0.4 | -1
CCCCc1ccc(C(=O)CSc2nc(N)c(C#N)c(-c3ccc(O)cc3)c2C#N)cc1 | 0.0 | 6 | 0.0 | 6
COc1ccccc1C(=O)N/C(N)=N/c1nc2ccccc2o1 | 0.0 | 1 | -0.2 | 6
CN1CCN(C(=O)c2cc(-c3ccco3)on2)CC1 | 0.0 | -11 | 2.4 | 4
COc1ccc(C(=O)COC(=O)c2ccc(Br)cc2)cc1[N+](=O)[O-] | -0.1 | -8 | 1.0 | 10
CCOC(=O)N1CCN(C(=S)Nc2ccccc2C(C)C)CC1 | 0.3 | 6 | -0.6 | 11
O=C(NC12CC3CC(CC(C3)C1)C2)c1ccc(CN2CCSCC2)[nH]c1=O | 0.1 | 14 | 2.0 | 7
Cc1ccccc1C(=O)NC(CC(C)C)C(=O)OCC(=O)c1c(N)n(C)c(=O)n(C)c1=O (stereo unspecified) | -0.1 | 9 | -1.1 | 0
CCOC(=O)N1CCC(N2CCN(Cc3ccc(F)c(F)c3)C(CCO)C2)CC1 (stereo unspecified) | -0.1 | 1 | 0.1 | 10
CN(C)S(=O)(=O)c1ccc(C(=O)Nc2nc3c(s2)CCCC3)cc1 | -0.1 | -47 | 0.0 | 7
CC(=O)Nc1c(C)ccc(C(=O)O)c1[N+](=O)[O-] | -0.1 | -3 | 1.2 | 1
CCOC(=O)c1cccc(N=Cc2c(O)[nH]c3ccccc23)c1 | 0.0 | -62 | 0.3 | -15
CC1CCC(C(=O)NC(C(=O)Nc2ccccn2)C(C)C)CC1 (stereo unspecified) | 0.0 | -3 | 0.7 | -1
COCC1CCCCN1C(=O)CCc1nnc(CCCc2ccccc2)o1 (stereo unspecified) | 0.0 | 2 | 1.0 | -18
O=C1Nc2ccccc2OC1CC(=O)N1CCCC1 (stereo unspecified) | 0.0 | -3 | -1.5 | 2
CCOc1cc(C(=O)Nc2cc3c4c(c2)CCN4C(=O)CC3)cc(OCC)c1OCC | 0.0 | -11 | 1.2 | 2
Cc1ccnc(SCC(=O)Nc2ccc(S(=O)(=O)N3CCOCC3)cc2)n1 | -0.3 | 9 | 0.0 | 4
COc1ccc2nc(N3CCN(CCNC(=O)c4cccs4)CC3)sc2c1 | -0.2 | -34 | -0.1 | 1
COc1ccc(CCN2C(=O)CC(C(=O)Nc3ccc(F)cc3)SC2=Nc2ccccc2)cc1 (stereo unspecified) | 0.2 | -8 | -1.2 | 12
COc1cc(OC)cc(C(=O)Nn2c(-c3cc(OC)c(OC)c(OC)c3)nc3ccccc3c2=O)c1 | 0.0 | 4 | 3.5 | -4
N#CCN(CC#N)C(=O)c1cc(C(=O)N(CC#N)CC#N)cc([N+](=O)[O-])c1 | -0.1 | -5 | -0.2 | 1
CCOC(=O)CSc1nc2sc(C(=O)OCC)c(C)c2c(=O)n1Cc1ccccc1OC | 0.1 | 2 | 1.3 | 2
CC1(C)CC(=O)C([N+](=O)[O-])=C(NCCCO)C1 | 0.0 | -2 | -1.5 | -2
O=C(O)c1cc(Nc2nc3ccccc3n3cnnc23)ccc1Cl | 0.5 | 8 | -0.1 | 12
COc1ccc(/C=C2/C(=O)NC(=O)N(c3cc(OC)ccc3OC)C2=O)c(OC)c1 | -0.2 | 2 | 1.2 | -1
CC(C)(C)N(Cc1ccccc1)C(=O)COC(=O)c1cc[n+]([O-])cc1 | -0.1 | -2 | 2.0 | 10
